Source: PubChem BioAssay
zVAD death inh: L929 zVAD cell death inhibition; L929 zVAD necroptosis rescue, ATP luminescence, 24 h; with zVAD 60 µM; viability rescue, % at 10 µM; 220,000 tested, 0.38% active; AID 1377;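 active = activation, scaled between plate controls, above about 75%, limit read from the data; inactive = activation under that limit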;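 also: 0% = zVAD with DMSO and 100% = DMSO alone without zVAD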
eIF4E 4G PPI: eIF4E/eIF4G interaction inhibition in translation initiation; P63073+Q04637; TR-FRET eIF4E-eIF4GI(517-606) binding, 2 h; inhibition, % at 21.7 µM; 220,000 tested, 0.37% active; AID 782;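 active = inhibition above about 30%, limit read from the data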;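 also: 0% = full FRET control wells and 100% = background wells lacking eIF4GI fragment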
TNF death inh: TNF-alpha cell death inhibition in Jurkat FADD-/- cells; 220,000 tested, 0.068% active; Jurkat FADD-/- TNF necroptosis rescue, ATP luminescence, 24 h; 0 = TNF only, 100 = no-TNF cells; activation (protection from cell death), % at 10 µM; AID 463075;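 active = activation, meaning protection from cell death, of at least 50% relative to plate controls; inactive = activation below 50%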;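 also: necroptosis triggered by 40 ng/mL TNF-alpha added together with compound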
EBV gp42 inh: inhibitors of Epstein-Barr virus glycoprotein 42; Q1HVG2; Fluorescence polarization binding assay, mP read-out; inhibition, % (tested at 21.74 µM); 220,000 tested, 0.42% active; in the data active = inhibition above about 50%
m-calpain inh: calpain II (pig) inhibition; purified calpain II, fluorogenic peptide substrate, 30 min; inhibition, % at 16 µM; 220,000 tested, 0.37% active; AID 1236;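 active = inhibition above about 50%, limit read from the data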
MDM2 E3 inh: Mdm2 E3 ligase (human) inhibition; Q00987; cell-based MDM2 ubiquitination luciferase reporter, 2 h; 0 = plate control, 100 = twice control, blank-subtracted; signal enhancement, % at 5 µM; 210,000 tested, 0.11% active; AID 1230;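 active = signal enhancement of 30% or more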;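 also: luminescence tracks abundance of the self-degrading MDM2-luciferase fusion protein; higher signal means inhibition of MDM2 E3 ligase activity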
Target sequence (Q00987 whole entry, looked up, the tested form may be a part): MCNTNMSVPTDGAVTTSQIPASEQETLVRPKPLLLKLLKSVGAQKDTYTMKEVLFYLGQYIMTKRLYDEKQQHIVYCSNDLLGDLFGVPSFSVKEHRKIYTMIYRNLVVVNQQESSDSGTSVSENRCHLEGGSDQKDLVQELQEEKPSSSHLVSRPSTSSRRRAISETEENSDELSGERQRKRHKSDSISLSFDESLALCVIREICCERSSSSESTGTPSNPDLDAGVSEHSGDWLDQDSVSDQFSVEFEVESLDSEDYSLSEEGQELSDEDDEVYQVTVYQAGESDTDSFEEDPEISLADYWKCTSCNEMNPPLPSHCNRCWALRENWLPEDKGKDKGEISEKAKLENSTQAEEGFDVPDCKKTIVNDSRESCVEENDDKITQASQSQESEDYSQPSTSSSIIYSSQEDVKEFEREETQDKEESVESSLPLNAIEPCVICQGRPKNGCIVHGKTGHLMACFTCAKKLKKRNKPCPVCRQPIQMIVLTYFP
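Assay system: stable mammalian line carrying autodegrading MDM2–luciferase fusion reporter; amount: 2000 cells seeded into each well; buffer or medium: DMEM; benchmarks: plate control and blank wells; signal: luciferase luminescence; timing: 2 h compound exposure at 37 °C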
Cl transport mod: KCC2 (human) Cl- transport modulation; Q9H2X9; KCC2 cells, thallium flux FluoZin-2 fluorescence; B-score of Tl+ flux slope (higher = more flux/activation; lower = inhibition) at 10 µM; 190,000 tested, 2.2% active; AID 1456;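 active = thallium flux slope and its plate-corrected score both differing from the plate sample mean at a set confidence after two filtering rounds, in either direction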;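 also: slope of fluorescence scaled to starting intensity during 10 to 20 s after thallium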
Rad51 HR inh: blocks human Rad51 in homologous recombination. Q06609. hRad51 DNA strand exchange, fluorescence dequenching. inhibition, % at 10 µM. 200,000 tested, 0.085% active. AID 1385;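 active = inhibition above 40% at the single screening dose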;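 also: 0% = DMSO control wells and 100% = blanks with heterologous ssDNA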
Target sequence (Q06609 whole entry, looked up): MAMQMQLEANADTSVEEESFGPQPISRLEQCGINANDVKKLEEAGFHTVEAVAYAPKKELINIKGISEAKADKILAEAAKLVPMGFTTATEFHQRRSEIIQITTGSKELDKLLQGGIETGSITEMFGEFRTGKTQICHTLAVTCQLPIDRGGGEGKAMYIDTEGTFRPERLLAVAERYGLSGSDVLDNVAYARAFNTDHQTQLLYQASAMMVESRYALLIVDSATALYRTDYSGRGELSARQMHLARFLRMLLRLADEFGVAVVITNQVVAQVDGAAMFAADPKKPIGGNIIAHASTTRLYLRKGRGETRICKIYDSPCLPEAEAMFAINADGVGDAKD
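Material: hRad51 filaments on single-stranded DNA; Reagent: Donor/quencher-labelled 47-bp dsDNA substrate; Compound: 10 µM final, single point; Schedule: 37 °C 15-min filament assembly, 30-min compound preincubation, 15-min exchange; Technique: FRET fluorescence, excitation 485 nm, emission 520 nm; Benchmarks: control wells and blank wells on each plate.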
PERK inhibitor: inhibitors of human PERK kinase | Q9NZJ5 | CHO PERK-DD fusion, SEAP luminescence translation reporter | inhibition, % at 5.6 µM | 220,000 tested, 0.17% active;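 active = inhibition above the mean inhibition of all tested compounds plus 3 SD, set separately per screening campaign, cut at about 2.9% in these data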;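 also: PERK kinase domain activated by AP20187 dimerizer at 100 nM; 0% = DMSO with dimerizer and 100% = rapamycin at 8.4 µM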
Starred values were filed as active, the others as inactive; i = inactive; nt = not tested or not shown; & = joins results of further samples; [ ] = remark or other dose.

#	smiles	zVAD death inh	eIF4E 4G PPI	TNF death inh	EBV gp42 inh	m-calpain inh
1	Cc1ccnc(NC(=S)NC(=O)/C=C/c2ccccc2)c1	0.7	-10	4.5	-22	5
2	c1ccc2c(c1)nnn2-c1ncnc2sccc12	3.5	-3	-2.8	-7	-19
3	CCSc1nnc(-c2cc(Br)ccc2N=Cc2c(C)[nH]n(-c3ccccc3)c2=O)c(=O)[nH]1	0.6	-5	-0.3	-9	14
4	O=C(Cn1ncc2c(=O)oc3ccccc3c21)NCCN1CCN(c2ccccc2F)CC1	-1.0	1	1.5	3	-5
5	O=c1cc(CNc2cc(C(F)(F)F)cc(C(F)(F)F)c2)nc2sccn12	nt	7	1.0	1	22
6	COc1cc(S(=O)(=O)N2CCN(c3ccccc3F)CC2)c(OC)cc1Cl	-0.3	-3	0.6	-3	43
7	C#CCN1C(=O)C2C(C(=O)NC)C3C=CC2(O3)C1C(=O)NCc1ccc(OC)cc1 (centres undefined)	1.1	3[fluorescence artefact?]	0.2	-13	-13
8	CCO[C@H]1OC(C(=O)N2CCN(C)CC2)=C[C@@H](C(C)(C)C)[C@@H]1CCCO	-0.6	1	-0.5	-13	2
9	Cc1ccc(NC(=O)CSc2nnc(CNC(=O)C34CC5CC(CC(C5)C3)C4)n2-c2ccc(F)cc2)cc1	3.9	2	0.3	-6	-41
10	Clc1cc(Br)ccc1OCCOCCN1CCOCC1	1.1	4	1.2	-13	0
11	CCOCCCNC(=O)C1CCC(CNS(=O)(=O)c2ccc(Cl)cc2)CC1 (centres undefined)	0.2	11	-0.1	-14	54*
12	CC(=O)NNc1ncnc2c1cnn2-c1ccc(C)cc1	0.4	-4	1.1	-1	-7
13	CCOC(=O)Nc1nnc(-c2ccc(OC)c(OC)c2)s1	0.4	-19	-0.4	-7	-171
14	CCCc1c(C(=O)Nc2cc(C(C)(C)C)on2)cnn1-c1ccccc1	1.1	4	1.4	-2	-10
15	CCOc1ccccc1NC(=O)CC1Nc2cc(C)c(C)cc2NC1=O (centres undefined)	1.0	-11	-1.4	-20	-266

#	MDM2 E3 inh	Cl transport mod	Rad51 HR inh	PERK inhibitor
1	-9	0.98	12	-0.8
2	-10	nt	2	0.3
3	-12	4.6*	-14	2.5
4	-14	-0.47	1	0.1
5	-4	-1.7	-32	-0.8
6	-4	1.3	nt	-0.1
7	-8	nt	1	0.9
8	nt	1.1	12	1.8
9	-6	-0.81	2	0.9
10	-1	nt	-2	0.6
11	-9	nt	1	-0.9
12	-15	1.1	12	-0.1
13	-8	0.74	-4	0.7
14	-4	1.9	3	-0.3
15	-25	0.042	-8	-0.9

Printed as active in Cl transport mod (from the list above):
# | SMILES | eIF4E 4G PPI | EBV gp42 inh | m-calpain inh | Cl transport mod | Rad51 HR inh | PERK inhibitor
3 | CCSc1nnc(-c2cc(Br)ccc2N=Cc2c(C)[nH]n(-c3ccccc3)c2=O)c(=O)[nH]1 | -5 | -9 | 14 | 4.6* | -14 | 2.5

(further entries)
#	smiles	zVAD death inh	eIF4E 4G PPI	TNF death inh	EBV gp42 inh	m-calpain inh
16	O=C1CN(/N=C/c2ccc([N+](=O)[O-])o2)C(=O)N1	1.1	2	-8.8	-5	17
17	Cc1cc2nc(CSc3ccc(Cl)cc3)cc(=O)n2[nH]1	0.1	4	-0.5	2	0
18	O=C(NCCc1ccc(Cl)cc1)c1cc(-c2ccncc2)nc2ccccc12	0.3	3	7.9	-16	-22
19	CCC(C)Sc1nc(O)c(Cc2ccccc2)c(=O)[nH]1 (centres undefined)	0.5	-8[fluorescence artefact?]	0.2	-19	31
20	Cn1c(SCC(=O)NCc2ccccc2)nnc1C1CC1	-0.2	nt	-0.1	-16	-7
21	N#CN(Cc1ccccc1)Cc1ccccc1	0.4	1	3.9	-12	-15
22	O=C(C1CCCO1)N1CCN(c2c3c(nc4cc(-c5ccc(F)cc5)nn24)CCC3)CC1 (centres undefined)	-0.3	7	-3.3	-14	-28
23	NNC(=O)c1nc[nH]c1C(=O)Nc1ccccc1[N+](=O)[O-]	0.0	1	0.3	-18	-6
24	COC(=O)c1sccc1NC(=O)CC1C(=O)NCCN1C(=O)c1ccccc1 (centres undefined)	0.1	-3	3.8	-16	-34
25	O=C(c1cc2c(s1)-c1ccccc1S(=O)(=O)C2)N1CCCC1	-0.5	1	-2.9	-13	11
26	CCOC(=O)N1CCc2c(sc3nc[nH]c(=O)c23)C1	1.5	6	0.0	-10	10
27	Nc1cc(-c2ccccc2)ccc1O	6.0&31	-2&4[fluorescence artefact?]	-10&-22	-3&-9	-21&-35
28	O=[N+]([O-])c1cc(-c2nnc(N3CCOCC3)c3ccccc23)ccc1N1CCOCC1	0.6	-1	-3.6	-6	14
29	O=C(NCCCN1CCOCC1)c1ccc(N2CCCC2)c([N+](=O)[O-])c1	0.8	0	-0.3	-4	24
30	O=C(NC1=NCCS1)c1ccc(Br)s1	0.1	-5	0.1	-21	-14

#	MDM2 E3 inh	Cl transport mod	Rad51 HR inh	PERK inhibitor
16	nt	-3.9	-5	1.6
17	-9	-0.73	29	2.2
18	-4	0.86	-4	-2.2
19	-17	0.16	-2	1.4
20	-5	-0.53	-3	1.4
21	-47	-0.62	15	0.1
22	-8	-0.93	5	-1.2
23	-10	-0.018	5	0.2
24	-4	-0.86	-4	-0.1
25	-2	-0.25	30	-0.6
26	-6	0.028	-21	2.3
27	-9&-11	-0.013	-6&6	0.5&2.1
28	-27	-0.74	1	0.2
29	4	-0.017	13	0.1
30	-9	1	-6	-0.1

Next part:
#	smiles	zVAD death inh	eIF4E 4G PPI	TNF death inh	EBV gp42 inh	m-calpain inh
31	N#Cc1c(-c2ccco2)cc(C2CC2)nc1N	0.2	-4	-1.1	-13	i
32	O=C(C(=O)N1CCc2ccccc2C1)c1cn(CC(=O)N2CCOCC2)c2ccccc12	0.1	5[fluorescence artefact?]	2.3	-9	3
33	COc1ccccc1/C=C/C(=O)c1ccc(Cl)cc1	-0.2	8	-6.1	-6	-30
34	CC1CCN(C(=O)Cn2cc(SCC(=O)NCC3CCCO3)c3ccccc32)CC1 (centres undefined)	-1.6	-1	-0.5	-16	2
35	O=C(Nc1ccc(Cl)cc1F)c1ccc(COc2c(F)c(F)c(F)c(F)c2F)o1	0.1	nt	-1.0	12	17
36	COC(=O)Sc1nc(N2CCOCC2)c2c(c1C#N)CC(C)(C)OC2	-0.6	16	-3.2	-9	12
37	Cc1cc2c(C)nc(Cc3ccccc3)nc2o1	0.3	-1	-1.5	-2	3
38	CCC(=O)c1ccc(OCCn2cncn2)cc1	1.1	4	0.7	-3	-23
39	N#CCC(=O)NN=C1CCCCCCCCCCC1	0.1	-2	-2.0	0	4
40	C=CCn1c(=NC(=O)c2ccco2)sc2cc(C(=O)OCC)ccc21	0.7	9	-0.9	-12	-28
41	CC1CCN(c2nnc(N)s2)CC1	0.3	10[fluorescence artefact?]	-1.1	-23	-21
42	c1ccc(-c2noc(CSc3nnnn3-c3ccccc3)n2)cc1	0.9	3	1.1	-11	12
43	COc1ccccc1CC(=O)N1CCCC1	0.0	-6	0.1	-10	-6
44	O=C(/C=C/c1cn(-c2ccccc2)nc1-c1cccnc1)N1CCCC1	0.5	-1	-4.1	-1	-5
45	CCOC(=O)c1cc(NC(=O)c2ccccc2)c(=O)oc1-c1ccccc1	0.3	9[fluorescence artefact?]	-0.9	-21	0

#	MDM2 E3 inh	Cl transport mod	Rad51 HR inh	PERK inhibitor
31	-14	-0.25	2	0.2
32	-5	0.77	9	-0.1
33	-7	nt	-2	-0.7
34	13	-0.21	-1	0.0
35	-16	nt	-6	1.9
36	-7	-1.9	-2	-0.5
37	-17	-1.7	nt	0.6
38	0	-0.0096	-2	0.3
39	-2	-0.18	-6	0.3
40	-16	-1	-3	1.0
41	-6	-0.017	-3	0.7
42	-4	nt	4	-0.9
43	-5	-0.37	-3	0.6
44	-12	-2.8	2	0.0
45	0	0.015	1	1.3

Carrying on:
#	smiles	zVAD death inh	eIF4E 4G PPI	TNF death inh	EBV gp42 inh	m-calpain inh
46	COc1ccc(C(CCN2CCCC2)c2c(O)cc(OC)cc2OC)cc1 (centres undefined)	0.1	3	2.4	-8	-1
47	CN(C)S(=O)(=O)c1ccc(N2CCCC2)c(C(=O)NC(c2ccccc2)c2ccccc2)c1	-1.2	-11[fluorescence artefact?]	-5.2	-53	-9
48	O=C(Oc1ccc(Cl)c2cccnc12)c1cccc([N+](=O)[O-])c1	-0.3	0	-1.2	-2	13
49	Cc1ccc(C)c(NC(=S)NNC(=O)c2csc(C)c2C)c1	0.4	2	1.5	4	-5
50	CC(C)Nc1nc(SCC(=O)Nc2ccccc2)nc(N2CCOCC2)n1	-1.2	-10[fluorescence artefact?]	-1.0	-21	31
51	CCc1c(C(=O)OCc2ccccc2)[nH]c(C)c1C	68	3	-0.2	-3	4
52	Cc1nc2cc(-c3ccccc3)ccc2o1	1.9	-6[fluorescence artefact?]	-1.3	-15	-20
53	CCCOc1ccc(C(C)=O)cc1CN1CCOCC1	1.1	8[fluorescence artefact?]	1.8	-1	4
54	C1CCN(c2c3c(nc4nnnn24)CCCC3)CC1	0.2	-8	-0.4	-13	7
55	COCCCNC(=S)N/N=C/c1cccc(OC)c1O	0.4	-7	0.8	-7	-128

#	MDM2 E3 inh	Cl transport mod	Rad51 HR inh	PERK inhibitor
46	2	0.049	-6	nt
47	-4	-1.1	6	0.4
48	-2	1.6	nt	1.1
49	-6	11*	3	0.2
50	-24	0.042	14	-0.6
51	-8	nt	3	-1.1
52	3	-0.51	4	1.0
53	2	-2.1	1	0.1
54	12	0.13	-9	-1.0
55	-9	0.33	-1	1.6

Part of the list above, with values under each structure.
Results follow in this order: zVAD death inh, eIF4E 4G PPI, TNF death inh, EBV gp42 inh, m-calpain inh, MDM2 E3 inh, Cl transport mod, Rad51 HR inh, PERK inhibitor
[42] c1ccc(-c2noc(CSc3nnnn3-c3ccccc3)n2)cc1
 : 0.9, 3, 1.1, -11, 12, -4, nt, 4, -0.9
[43] COc1ccccc1CC(=O)N1CCCC1
 : 0.0, -6, 0.1, -10, -6, -5, -0.37, -3, 0.6
